Compound activity from PubChem.
FID counter – displaces DNA intercalator in HCV helicase counter-screen; DNA fluorescent intercalator displacement, fluorescence; inhibition, % at 7.9 µM; 0.17% of 290,000 active; in the data active = inhibition above about 37%;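 also: 0% = vehicle and 100% = reference compound; higher means more ethidium bromide displaced from hairpin DNA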
IMP-1 inhibitor – inhibitors of Pseudomonas aeruginosa IMP-1 metallo-beta-lactamase; purified IMP-1, nitrocefin hydrolysis, epi-absorbance fluorescence; inhibition, % at 5.6 µM; 0.45% of 290,000 active; AID 1556;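 active = inhibition above the mean plus 3 SD of all compounds in the same screening run, cut at about 4.5% in these data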;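 also: 0% = IMP-1 with DMSO and 100% = DMSO wells lacking enzyme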
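assay system = purified recombinant IMP-1 metallo-beta-lactamase enzyme | schedule = 15 min preincubation plus 25 min reaction at 25 °C | signal = Epi-absorbance fluorescence, 480 nm excitation, 530 nm emission | read-out basis = percent inhibition from optical density relative to buffer-blank wells | controls = IMP-1 with DMSO as 0%, enzyme-free DMSO as 100%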
SUMO HTRF inh – inhibitors of human SUMOylation (UBC9) | 0.36% of 290,000 active | inhibition, % at 35 µM | HTRF SUMOylation assay, SAE1/SAE2 + UBC9, in vitro | P63279; in the data active = inhibition above about 50%, passing the limit was not always enough; also: strong numbers were not always called active
Target sequence (P63279 whole entry, looked up): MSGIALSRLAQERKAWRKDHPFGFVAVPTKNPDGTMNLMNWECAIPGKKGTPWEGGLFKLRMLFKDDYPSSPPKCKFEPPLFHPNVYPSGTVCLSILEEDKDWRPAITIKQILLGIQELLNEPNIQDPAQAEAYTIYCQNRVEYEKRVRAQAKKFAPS
IDE cell inh – inhibitors of human insulin-degrading enzyme in cells | HEK cells, FAbetaB cleavage, fluorescence polarization | 0.41% of 320,000 active | P14735 | inhibition, % at 5.59 µM;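 active = percent inhibition above the average of all tested compounds plus 3 SD, set per screening campaign, cut at about 16% in these data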;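 also: IDE supplied by intact live HEK cells; FP after avidin binding of uncleaved biotin substrate so inhibition keeps polarization high; 0% = DMSO wells and 100% = 60 µM reference IDE inhibitor Ii1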
IDE cell activ – boosts human insulin-degrading enzyme activity in HEK cells; P14735; AID 493087; 0.073% of 340,000 active; activation, % at 5.96 µM; FAbeta-B cleavage, fluorescence polarization; 0% vehicle, 100% cell-free pure enzyme wells;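 active = activation above the mean of all tested compounds plus 3 SD, set per screening campaign, cut at about 17% in these data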
VIM-2 inhibitor – inhibitors of Pseudomonas aeruginosa VIM-2 metallo-beta-lactamase. purified VIM-2, nitrocefin hydrolysis, epi-absorbance fluorescence. inhibition, % at 5.6 µM. 0.89% of 290,000 active;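 active = inhibition above the mean of all tested compounds plus 3 SD, cutoff set per screening run, cut at about 7.5% in these data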;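 also: red hydrolysis product quenches plate fluorescence so inhibitors raise well fluorescence; 0% = enzyme with DMSO and 100% = DMSO without enzyme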
HCV NS3 hel inh – blocks Hepatitis C virus NS3 helicase unwinding | NS3 helicase DNA unwinding, Cy5 molecular beacon fluorescence | inhibition, % at 10.9 µM | 0.56% of 290,000 active | AID 1800;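 active = inhibition above the mean of all tested compounds plus 3 SD, set per campaign, cut at about 35% in these data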;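 also: 0% = DMSO wells and 100% = thioflavine S control wells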
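Assay system: hepatitis C virus NS3 helicase domain fragment enzyme. Also added: annealed dual-labelled DNA beacon duplex, ATP-started. Timing: 1 h reaction at 25 °C, ATP-initiated. Technique: Cy5 fluorescence at 0 and 60 min, beacon hairpin quenching. Evaluation: % inhibition of unwinding. Replication: one well per compound.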
p-CIP stab down – lowers stability of the mouse p/CIP coactivator protein; Q05BA5; F442A p/CIP-EGFP cells, EGFP fluorescence, 16 h; decrease of EGFP signal, % at 10 µM; 0.01% of 290,000 active; AID 1984;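 active = EGFP signal decrease of at least 30% at 10 µM or well 3 SD below plate mean, unless failing retest; inactive = the rest, including hits failing retest or dose response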; also: some compounds called inactive have numbers as strong as hits; many of its hits are not listed in these tables
PfM18AAP inh – PfM18AAP enzyme inhibition | inhibition, % at 7.35 µM | AID 1822 | recombinant PfM18AAP, H-Glu-NHMec fluorogenic cleavage | 1.2% of 290,000 active;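 active = inhibition above the campaign mean inhibition over all tested compounds plus 3 SD, cut at about 28% in these data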;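 also: 0% = plate median of test compound wells and 100% = 2 mM ZnCl2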
Starred values were filed as active, the others as inactive; / = not tested or not shown.

1. COc1cc(-c2nnc(COC(=O)c3cccn3C)o2)cc(OC)c1OC
2. COC(=O)c1ccc(CN2C(=O)c3ccccc3S2(=O)=O)cc1
3. O=C(Nc1cccnc1)C1CC(c2ccc(Cl)c(Cl)c2)=NO1 (stereo unspecified)
4. O=C(Nc1ccccc1)N(CCCN1CCOCC1)Cc1ccccc1F
5. COc1cccc(CCNC(=O)c2cccc(NC(=O)C3=C(C)OCCS3)c2)c1
6. COc1ccc(/C=C/C(=O)Oc2ccc(/C=N/NC(=O)COc3c(C)cccc3C)cc2)cc1
7. Nc1c(C(=O)Nc2nc3ccccc3s2)sc2nc(-c3cccs3)ccc12
8. Cc1cc(C)c2[nH]c(=O)c(C(c3nnnn3Cc3ccc4c(c3)OCO4)N3CCCCC3)cc2c1 (stereo unspecified)
9. O=[N+]([O-])c1ccc(Nc2ccccc2)nc1
10. Cc1ccccc1/C=C1\SC(=S)N(/N=C/c2cc([N+](=O)[O-])ccc2O)C1=O
assay / entry	1	2	3	4	5	6	7	8	9	10
HCV NS3 hel inh	11.4	-1.7	-3.0	1.9	-0.9	-5.5	21.6	/	3.5	30.8
SUMO HTRF inh	-1.9	12.7	-9.2	20.6	1.2	-8.0	7.2	5.2	-16.7	-3.3
IDE cell inh	-3.1	5.7	2.2	-1.2	-1.6	-6.5	28.9*	-0.7	-0.5	-1.0
FID counter	-42.7	-5.7	-8.0	2.5	-36.3	-3.2	-3.4	/	2.0	-21.4
p-CIP stab down	1.2	-8.5	6.8	-1.4	1.5	-4.9	7.5	-8.5	8.4	6.6
VIM-2 inhibitor	2.5	-0.8	-0.4	-1.7	-0.1	-0.1	-0.7	/	-0.3	-3.3
IDE cell activ	7.2	-6.3	2.0	-4.8	0.6	6.2	-22.0	3.9	-0.7	2.1
IMP-1 inhibitor	1.6	-0.4	-0.7	-0.6	-0.5	0.7	-0.7	/	-2.0	-1.7
PfM18AAP inh	19.7	-3.2	-7.7	-14.0	-4.0	5.8	1.6	/	0.7	18.0

11. CCOC(=O)C1=C(C)NC(=O)NC1c1cccs1 (stereo unspecified)
12. COc1ccc(OC)c2sc(N3CCN(c4ccccc4)CC3)nc12
13. COC(=O)CSC1=C(C#N)C(c2cccc(OC)c2)CC(=O)N1 (stereo unspecified)
14. COc1ccc(C(C(=O)NCC2CCCO2)N(C(=O)CNC(=O)c2cccs2)c2ccccc2C)cc1OC (stereo unspecified)
15. Cc1cc2ncc(S(=O)(=O)c3ccccc3)c(N)n2n1
16. O=C(Nc1ccccn1)c1cccc(S(=O)(=O)N2CCCCC2)c1
17. CC1CN(C(=S)c2cccc([N+](=O)[O-])c2)CC(C)O1 (stereo unspecified)
18. CCOC(=O)c1sc(NC(=O)CCCn2nc([N+](=O)[O-])c(Cl)c2C)c(C(=O)OCC)c1C
19. COc1ccc(OC)c(-c2nnc(SCC(=O)N3CCCc4ccccc43)o2)c1
20. O=C1CSC(c2cn(-c3ccccc3)nc2-c2ccccc2)N1Cc1ccco1 (stereo unspecified)
assay / entry	11	12	13	14	15	16	17	18	19	20
HCV NS3 hel inh	-2.8	-3.5	2.9	-5.2	-7.5	1.4	-0.3	-1.7	-8.1	-1.7
SUMO HTRF inh	-4.3	/	-14.2	10.1	0.4	-3.5	12.0	-3.1	10.5	5.5
IDE cell inh	-5.0	4.0	-1.3	-2.9	2.3	4.6	7.0	3.3	-3.6	3.9
FID counter	-3.4	-17.9	-0.9	-25.0	-3.1	-13.0	2.0	-1.9	-32.2	-9.6
p-CIP stab down	2.1	/	4.0	-21.9	-15.4	11.8	-5.5	-0.9	4.7	-17.2
VIM-2 inhibitor	-2.2	0.2	-2.5	-2.3	-2.9	-0.9	-1.2	-3.1	-0.9	-2.7
IDE cell activ	-2.9	2.5	2.7	8.4	-3.0	2.7	1.4	5.3	-4.7	3.4
IMP-1 inhibitor	-1.3	-3.8	-4.8	-4.0	-2.3	-0.4	-3.1	-3.6	-6.7	-1.8
PfM18AAP inh	-5.4	-8.0	3.9	-1.4	6.9	4.5	13.6	-12.3	4.2	-5.5

21. CCOC(=O)C1CCN(C(=O)Cn2nc(C)c3c(C)n(-c4ccccc4)nc3c2=O)CC1
22. O=C1CC(Nc2cc(=O)[nH]c(=O)[nH]2)C(=O)N1c1ccccc1Cl (stereo unspecified)
23. COc1ccc(N2CCN(C(=O)c3ccc4c(Cl)c5c(nc4c3)CCCC5)CC2)cc1
24. Cc1ccc(S(=O)(=O)N2CCN(C(=O)c3ccccc3)C2C(C)C)cc1 (stereo unspecified)
25. CCOC(=O)c1c(NC(=O)C2C3C=CC(C3)C2C(=O)O)sc2c1CCC(CC)C2 (stereo unspecified)
26. COC(=O)c1sc2nc(SCc3ccccc3C)n(N)c(=O)c2c1C
27. O=c1[nH]c(C2CCN(S(=O)(=O)c3ccccc3C(F)(F)F)CC2)nc2c1nnn2Cc1cccc(F)c1
28. CCOC(=O)c1ccc(-c2ccc3[nH]c4ccccc4c(=O)c3c2)cc1F
29. CCOCCCNC(=O)C1CCN(S(=O)(=O)N2CCCCC2)CC1
30. CCn1nc(NC(C)=O)c2cc3cccc(C)c3nc21
assay / entry	21	22	23	24	25	26	27	28	29	30
HCV NS3 hel inh	8.7	1.9	-6.5	5.7	39.4*	3.4	-17.8	17.8	3.3	-6.5
SUMO HTRF inh	-9.2	2.6	21.1	-3.1	8.2	13.2	-10.9	13.1	5.0	1.4
IDE cell inh	1.2	3.1	1.7	1.8	1.1	-1.5	-4.3	4.0	3.0	-2.3
FID counter	-32.6	-4.2	-8.6	-4.1	-26.0	-0.6	-22.5	-8.1	-5.3	-6.5
p-CIP stab down	1.0	-10.9	0.4	-3.7	-16.8	5.4	-4.0	-2.9	-8.9	-8.2
VIM-2 inhibitor	0.5	-2.0	-4.2	-1.6	-3.8	-1.6	-1.4	-0.1	-4.0	-0.1
IDE cell activ	-0.2	5.7	-5.7	1.8	6.4	5.7	2.3	1.2	4.7	3.1
IMP-1 inhibitor	-1.7	-2.9	-4.3	-3.9	-2.7	-1.5	-1.0	-0.2	-4.8	-2.1
PfM18AAP inh	1.9	-12.2	-0.7	-1.3	4.5	-2.1	-6.4	-3.7	8.9	2.1

Quoted at random: six compounds from above, in no set order.
24. Cc1ccc(S(=O)(=O)N2CCN(C(=O)c3ccccc3)C2C(C)C)cc1 (stereo unspecified)
26. COC(=O)c1sc2nc(SCc3ccccc3C)n(N)c(=O)c2c1C
30. CCn1nc(NC(C)=O)c2cc3cccc(C)c3nc21
22. O=C1CC(Nc2cc(=O)[nH]c(=O)[nH]2)C(=O)N1c1ccccc1Cl (stereo unspecified)
29. CCOCCCNC(=O)C1CCN(S(=O)(=O)N2CCCCC2)CC1
21. CCOC(=O)C1CCN(C(=O)Cn2nc(C)c3c(C)n(-c4ccccc4)nc3c2=O)CC1
assay / entry	24	26	30	22	29	21
HCV NS3 hel inh	5.7	3.4	-6.5	1.9	3.3	8.7
SUMO HTRF inh	-3.1	13.2	1.4	2.6	5.0	-9.2
IDE cell inh	1.8	-1.5	-2.3	3.1	3.0	1.2
FID counter	-4.1	-0.6	-6.5	-4.2	-5.3	-32.6
p-CIP stab down	-3.7	5.4	-8.2	-10.9	-8.9	1.0
VIM-2 inhibitor	-1.6	-1.6	-0.1	-2.0	-4.0	0.5
IDE cell activ	1.8	5.7	3.1	5.7	4.7	-0.2
IMP-1 inhibitor	-3.9	-1.5	-2.1	-2.9	-4.8	-1.7
PfM18AAP inh	-1.3	-2.1	2.1	-12.2	8.9	1.9

New compounds follow.
31. CCOC(=O)N1CCN(C(=O)c2ccccc2NC(=O)c2ccccc2Cl)CC1
32. O=C(CNC(=O)C12CC3CC(CC(C3)C1)C2)OCc1cc(=O)n2cc(Br)ccc2n1
33. O=c1c2c(nc3nc(NCc4ccc(Cl)cc4)[nH]n13)CCC2
34. CC(C)Sc1nnc([C@H](C)NC(=O)OC(C)(C)C)o1
35. CC1CCCN(CCCNC(=O)c2ccc3c(c2)N(Cc2ccccc2F)C(=O)c2ccccc2S3(=O)=O)C1 (stereo unspecified)
36. COc1ccc(NC(=O)CN2CCCC(C)C2)c([N+](=O)[O-])c1 (stereo unspecified)
37. CNC(=O)CSc1nc2nn(-c3ccccc3)c(=O)c-2c2n1CCCCC2
38. S=c1[nH]c2cc(-c3ccccc3)ccc2o1
39. O=C(CNS(=O)(=O)c1ccc(Br)s1)NCc1ccc(F)cc1
40. Fc1ccc2[nH]c3c(N4CCN(Cc5ccc6c(c5)OCO6)CC4)ncnc3c2c1
assay / entry	31	32	33	34	35	36	37	38	39	40
HCV NS3 hel inh	-1.6	0.5	8.6	2.0	-38.1	-0.4	-0.9	17.4	-5.0	-14.4
SUMO HTRF inh	-0.3	0.0	7.1	9.6	7.3	-17.7	3.2	22.3	1.5	-28.8
IDE cell inh	-1.0	4.4	-2.7	13.5	9.2	2.3	11.4	3.5	4.9	/
FID counter	-17.1	-1.8	-6.1	-4.9	35.2	2.4	-1.3	-2.5	-9.3	13.2
p-CIP stab down	-11.2	-1.6	5.6	-2.2	1.2	4.2	5.9	11.4	8.5	-12.1
VIM-2 inhibitor	-3.6	-2.5	-2.6	-4.5	-8.5	-1.0	1.9	-2.6	-3.5	-2.5
IDE cell activ	-0.9	-0.2	4.2	3.4	4.7	2.2	3.0	-5.2	1.3	/
IMP-1 inhibitor	-3.9	-1.6	-2.1	-2.9	-4.9	-1.0	-0.9	-0.8	-4.7	-2.8
PfM18AAP inh	1.6	-5.1	-7.5	6.4	-8.4	-1.4	-5.4	0.2	4.7	4.5

41. Cc1cccc(N2CCN(C(=O)C(C)n3nc(C)n4c(cc5occc54)c3=O)CC2)c1C (stereo unspecified)
42. O=C(CCN1C(=O)c2ccccc2C1=O)NCc1ccc(Cl)cc1
43. CN(Cc1ccccc1)C(=O)C1CCN(Cc2ccc(F)cc2)CC1
44. COC(=O)c1sc(-c2cccs2)cc1NC(=O)/C=C/C(=O)O
45. COC(=O)c1ccc(S(=O)(=O)N(CCO)Cc2ccccc2)n1C
46. NS(=O)(=O)c1ccc(NC(=O)COc2cccc3ccccc23)cc1
assay / entry	41	42	43	44	45	46
HCV NS3 hel inh	4.4	-6.0	0.1	9.7	-1.4	-7.6
SUMO HTRF inh	-7.0	15.7	-39.9	4.4	12.1	7.5
IDE cell inh	5.9	-6.1	7.0	-8.3	6.0	-4.0
FID counter	0.5	-7.9	12.3	-15.2	-3.4	-16.9
p-CIP stab down	6.4	-10.0	-5.0	3.7	-10.1	1.4
VIM-2 inhibitor	-1.3	-0.5	-0.6	-1.4	-2.1	1.0
IDE cell activ	-1.2	3.1	9.5	/	-3.1	5.5
IMP-1 inhibitor	0.7	-0.8	1.6	-2.3	-1.6	0.1
PfM18AAP inh	6.4	-10.5	-3.2	4.3	3.0	-7.3
